HTRA1 inhibitor = inhibitors of human serine peptidase HTRA1 | inhibition, % at 5.96 µM | recombinant HTRA1, FP-rhodamine activity-based probe, fluorescence polarization | AID 504803 | 340,000 compounds, 0.5% hits; in the data active means inhibition above about 36%;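 further: 0% = enzyme with DMSO and 100% = wells lacking enzyme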
PRMT1 FP inh = blocks human protein arginine methyltransferase 1 | Q99873 | recombinant PRMT1, activity-based probe fluorescence polarization | inhibition, % at 2.79 µM | 370,000 compounds, 1.3% hits | AID 652257;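 active means inhibition above about 21% made by adding two undisclosed values, limit read from the data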
ABHD4 inh = inhibits mouse alpha/beta hydrolase domain 4; Q8VD66; purified mABHD4, FP-Rh probe fluorescence polarization; inhibition, % at 8.92 µM; 370,000 compounds, 0.54% hits; AID 720543;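 active means inhibition exceeding the mean over every tested compound plus 3 SD, cut at about 30% in these data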;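 further: 0% = plate median of compound wells and 100% = S159A mutant with DMSO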
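System: mouse ABHD4 enzyme, wild type / Medium: HEPES pH 7.0, NaCl, Pluronic buffer / Reagent: FP-Rh activity-based fluorescent probe / Control set: S159A mutant high control, sample median low control / Detection: fluorescence polarization with parallel and perpendicular emission, 525/598 nm / Schedule: 45 min + 60 min at 25 °C / Compound dosing: 8.92 µM, single dose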
SIAE inh = inhibitors of human sialic acid acetylesterase SIAE; Q9HAT2; SIAE FP-Rh probe binding, fluorescence polarization; inhibition, % at 9.66 µM; 370,000 compounds, 0.69% hits;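 active means inhibition above a cutoff: mean of compounds within the control limits plus 3 SD of those, cut at about 17% in these data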;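 further: 0% = plate median of compound wells and 100% = probe without SIAE protein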
TDP2 absorb = blocks human TDP2 phosphodiesterase activity; O95551; recombinant TDP2, T5PNP hydrolysis, p-nitrophenol absorbance 415 nm; inhibition, % at 12.8 µM; 370,000 compounds, 0.34% hits; AID 720702;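 active means inhibition above the mean of all tested compounds plus 3 SD, set per campaign, cut at about 25% in these data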;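 further: 0% = DMSO with enzyme and 100% = buffer with substrate but no TDP2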
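Evaluation: % inhibition relative to enzyme-containing and enzyme-free wells. Material: recombinant human TDP2. Benchmarks: enzyme-free and DMSO wells. Timing: enzyme reaction with compound for 2 h at 37 °C. Compound dosing: 12.8 µM only. Measured by: p-Nitrophenol epi absorbance. Reagent: T5PNP substrate at 5 mM, a TopII-DNA adduct mimic. Replication: single well per compound.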
TCR-CD3 inh = blocks the human TCR-CD3 interaction; TAMRA-labeled TCR probe fluorescence, biochemical; AID 651800; inhibition, % at 9.4 µM; 360,000 compounds, 0.37% hits; in the data active means inhibition above about 19%;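 further: recombinant mutant TCR 2C K166C tagged with TAMRA read by polarization; 0% = receptor in buffer alone and 100% = receptor with positive control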
LEDGF integ inh = blocks HIV-1 LEDGF/p75-dependent DNA integration; TR-FRET IN-LEDGF/p75 DNA integration, Eu/Cy5; inhibition, % at 3.7 µM; 370,000 compounds, 0.64% hits; AID 743269;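 active means inhibition above the screen-wide mean plus 3 SD, cut at about 13% in these data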;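 further: signal is the Cy5 over europium emission ratio at 671 and 618 nm; 0% = plate median of compound wells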
GC-B act = GC-B (human) receptor activation | HEK293-GC-B cells, CNP EC30, cGMP TR-FRET; 0% at EC30 CNP, 100% saturating CNP | activation, % at 10 µM | 370,000 compounds, 0.11% hits | AID 1920062;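 active means activation at 10 µM reaching about 35% in either raw or pattern-adjusted values, limit read from the data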
Target sequence (P20594 whole entry, looked up): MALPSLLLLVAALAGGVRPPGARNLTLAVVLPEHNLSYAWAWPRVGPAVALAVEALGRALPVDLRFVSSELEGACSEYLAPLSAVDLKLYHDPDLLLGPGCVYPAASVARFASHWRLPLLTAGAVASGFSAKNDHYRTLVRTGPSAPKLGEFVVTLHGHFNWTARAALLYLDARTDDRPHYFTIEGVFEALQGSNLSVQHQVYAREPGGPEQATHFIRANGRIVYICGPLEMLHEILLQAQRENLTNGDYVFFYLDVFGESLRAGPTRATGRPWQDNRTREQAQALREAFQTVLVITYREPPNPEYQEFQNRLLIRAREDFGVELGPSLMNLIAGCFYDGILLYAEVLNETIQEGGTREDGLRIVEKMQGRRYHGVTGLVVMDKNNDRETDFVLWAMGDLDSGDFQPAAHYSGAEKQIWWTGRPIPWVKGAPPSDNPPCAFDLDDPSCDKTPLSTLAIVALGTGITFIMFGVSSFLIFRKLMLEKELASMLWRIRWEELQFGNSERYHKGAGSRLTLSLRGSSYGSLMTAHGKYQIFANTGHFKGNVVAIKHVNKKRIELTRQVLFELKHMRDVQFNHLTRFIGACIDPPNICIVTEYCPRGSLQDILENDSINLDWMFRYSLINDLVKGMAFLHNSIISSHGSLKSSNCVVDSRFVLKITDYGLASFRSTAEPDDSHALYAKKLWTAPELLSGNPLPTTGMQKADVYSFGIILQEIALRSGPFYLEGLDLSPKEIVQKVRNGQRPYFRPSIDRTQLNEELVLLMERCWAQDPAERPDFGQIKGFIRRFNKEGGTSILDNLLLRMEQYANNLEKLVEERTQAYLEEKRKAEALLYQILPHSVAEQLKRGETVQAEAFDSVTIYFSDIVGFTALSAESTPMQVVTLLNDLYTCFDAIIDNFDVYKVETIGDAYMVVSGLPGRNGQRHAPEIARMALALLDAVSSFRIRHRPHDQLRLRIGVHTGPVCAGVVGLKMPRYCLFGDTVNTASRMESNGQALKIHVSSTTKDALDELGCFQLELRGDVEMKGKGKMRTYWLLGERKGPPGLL
MBD2 inh = blocks human MBD2 binding to methylated DNA; TR-FRET, MBD2 binding to methylated oligonucleotide; AID 686964; inhibition, % at 4.4 µM; 370,000 compounds, 0.31% hits; Q9UBB5; in the data active means inhibition above about 13%
rCAG RNA binder = r(CAG) repeat RNA binding. TO-PRO-1 dye displacement fluorescence. inhibition, % at 3 µM. 370,000 compounds, 1.3% hits. AID 651821;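 active means inhibition above the plate cutoff, the mean of all test compounds on that plate plus 3 SD, cut at about 35% in these data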;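 further: 0% = DMSO alone and 100% = 100 µM mitoxantrone as full dye displacement; higher means more dye released from RNA so lower well fluorescence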
* = called active by the depositor; . = no result given; & = joins results of further samples.

SMILES	HTRA1 inhibitor	PRMT1 FP inh	ABHD4 inh	SIAE inh	TDP2 absorb	TCR-CD3 inh	LEDGF integ inh	GC-B act	MBD2 inh	rCAG RNA binder
COc1ccc(C)cc1NC(=O)C(OC(=O)c1cc(C)oc1C)c1ccccc1 (stereo not given)	-33.4	-0.2	-9.0	-5.3	-0.6	-2.0	-3.4	-3.9	-0.3	0.4
O=C(Nc1ccccc1)c1cccc(NC(=O)c2ccco2)c1	-21.6	1.8	-6.7	-3.9	1.5	3.9	-0.4	2.0	-6.1	4.0
CCCCn1c(N)c(N(CC(C)C)C(=O)CSC(C)C(=O)Nc2cc(C)on2)c(=O)[nH]c1=O (stereo not given)	0.8	-3.5	0.4	0.6	2.5	10.9	6.1	3.9	-4.2	-3.4
CC(=O)c1c(C)[nH]c(C(=O)COc2cc(C)ccc2C(C)C)c1C	-6.9	-2.4	-2.8	1.1	-3.6	-3.6	-0.5	-16.3	-5.9	3.3
COC(=O)Cn1cnc2c(NC(=O)c3ccccc3)ncnc21	.	-1.8	1.8	-1.1	-0.8	8.1	6.9	-6.2	-5.6	0.5
Cc1c(Cl)cccc1NC(=S)NC(=O)CCN1C(=O)c2ccccc2C1=O	0.4	1.8	-10.8	4.8	0.9	-1.7	0.1	3.6	0.9	2.0
COC(=O)C1CN(Cc2cn(Cc3ccc(OC)cc3)nn2)CCS(=O)(=O)N1Cc1ccc(Cl)cc1 (stereo not given)	.	0.6	-3.4	-1.6	-1.4	.	1.8	-6.2	-4.2	1.9
O=c1c2cnn(-c3ccccc3Cl)c2ncn1Cc1cccnc1	5.3	-1.7	-1.3	-3.4	7.1	1.1	-3.1	-1.6	2.6	-2.3
CCOC(=O)c1c(NC(=S)Nc2ccccc2)sc2c1CC(C)(C)SC2	-80.6	0.5	-10.1	-19.8	3.7	-5.3	-2.1	-0.3	2.2	33.8
Cc1ccc(S(=O)(=O)/N=C(\c2ccccc2)N(C)S(=O)(=O)c2ccc(C)cc2)cc1	-4.8	-0.8	4.2	2.5	0.5	7.1	1.6	4.9	-4.8	-0.9
COc1ccccc1NC(=O)Cc1nc(=O)[nH]c(=O)[nH]1	0.4	-0.8	-1.5	-3.6	-2.8	6.7	3.8	1.1	-3.4	5.3
Cc1cc(CNC(=O)COc2ccccc2F)c2ccccc2n1	-0.6	-4.6	3.3	6.0	11.1	-1.7	-1.6	1.9	7.1	-1.2
Cc1nc(C)c(-c2ccc(SCC(=O)Nc3ccccc3)nn2)s1	3.8	0.5	-3.0	-3.6	5.4	0.9	-1.9	-2.5	-0.8	4.4
CC(C)c1ccc(NC(=O)c2ccc(NS(C)(=O)=O)cc2)cc1	-0.5	-4.0	-16.7	-4.9	-11.5	-4.9	-1.5	1.8	1.7	7.5
Cc1ccc2nc(SCC(=O)NCc3ccccc3)nc(=O)n2c1	-1.7	-1.3	-2.5	-4.5	-3.7	6.7	1.8	4.3	1.3	-1.6
O=C(NCCN1CCNC1=O)c1ccc2sc([C@H]3C[C@H](O)[C@@H](CO)O3)nc2c1	.	1.9	4.5	-3.9	1.3	0.7	0.7	-4.5	-4.4	3.9
O=C(N/N=C/c1ccncc1)c1ccc(NC(=O)c2ccc(Cl)cc2)cc1	-18.7	0.6	-5.5	-33.9	-1.1	-1.6	0.1	-7.7	1.8	-3.9
NC(=O)C1CCN(C(=O)CCc2nc3ccccc3c(=O)[nH]2)CC1	4.2	-2.2	2.2	9.2	3.7	10.2	2.5	4.2	0.1	-1.9
COc1ccc2[nH]cc(CCNC(=O)COc3cc(C)cc4oc(=O)cc(C)c34)c2c1	-10.2	-0.9	-1.9	-1.2	3.4	2.2	3.7	-23.9	5.4	5.2
COc1ccccc1CN1CCCC(CNC(=O)c2cccc3ccccc23)C1 (stereo not given)	7.6	2.4	10.0	-7.1	-8.6	-2.1	-4.5	-3.1	4.5	-3.4
Fc1ccccc1NC(=S)NCc1ccc2c(c1)OCO2	7.3	1.2	3.2	3.1	-1.8	-2.9	1.5	-0.3	1.1	4.3
COc1ccc(-n2nc(C(=O)NCC(=O)NCc3ccc(F)cc3)c3ccccc3c2=O)cc1OC	-0.9	2.2	-7.1	-56.1	-18.1	3.4	-2.9	-2.7	7.9	2.4
CCOCCn1c(=NC(=O)c2ccc(S(=O)(=O)N3CCOCC3)cc2)sc2cc(S(N)(=O)=O)ccc21	-15.8	-3.4	2.9	-14.1	1.4	-0.1	1.2	-4.5	-4.2	14.8
Cc1cccc(N(C(=O)c2csnn2)C(C(=O)NC2CCCCC2)c2ccncc2)c1 (stereo not given)	0.9	-0.2	-0.6	4.7	10.9	-1.9	10.0	1.5	2.9	0.0
COc1ccccc1NC(=O)C1=C(C)NC2=C(C(=O)CCC2)C1c1ccc(C)o1 (stereo not given)	-6.8	-1.6	7.0	3.1	-1.2	-2.6	-1.0	-13.3	5.5	-5.0

In the list so far, 3 have fluorine.
SMILES	HTRA1 inhibitor	PRMT1 FP inh	ABHD4 inh	SIAE inh	TDP2 absorb	TCR-CD3 inh	LEDGF integ inh	GC-B act	MBD2 inh	rCAG RNA binder
Cc1cc(CNC(=O)COc2ccccc2F)c2ccccc2n1	-0.6	-4.6	3.3	6.0	11.1	-1.7	-1.6	1.9	7.1	-1.2
Fc1ccccc1NC(=S)NCc1ccc2c(c1)OCO2	7.3	1.2	3.2	3.1	-1.8	-2.9	1.5	-0.3	1.1	4.3
COc1ccc(-n2nc(C(=O)NCC(=O)NCc3ccc(F)cc3)c3ccccc3c2=O)cc1OC	-0.9	2.2	-7.1	-56.1	-18.1	3.4	-2.9	-2.7	7.9	2.4

Continued:
SMILES	HTRA1 inhibitor	PRMT1 FP inh	ABHD4 inh	SIAE inh	TDP2 absorb	TCR-CD3 inh	LEDGF integ inh	GC-B act	MBD2 inh	rCAG RNA binder
CCOC(=O)C(=CNc1ccc(Oc2cccnc2)nc1)C(=O)OCC	-3.2	-2.5	1.4	1.7	5.9	2.9	2.6	1.7	-0.9	-7.9
CCCc1[nH]nc2c1C(c1cccc(OC(=O)c3ccco3)c1)C(C#N)=C(N)O2 (stereo not given)	0.1	1.0	-1.3	2.6	6.1	-5.0	-2.3	-1.1	3.3	0.5
COC(=O)c1ccccc1NC(=S)NC(=O)c1ccccc1C	-4.3	3.4	-2.8	-4.7	2.4	-3.5	-1.2	-5.3	7.9	-1.0
COc1ccc(-c2nc(CCNC(=O)c3ccc(Br)o3)cs2)cc1	-25.6	-2.0	-20.5	-7.0	5.6	3.2	1.1	-5.7	-1.8	3.3
COC(=O)c1ccc(CSc2nnc(Nc3ccc(C)cc3)s2)o1	-8.4	1.2	-4.6	5.0	-0.2	2.0	-0.6	-10.9	2.7	3.6
CCCN(C(=O)COC(=O)CCOc1ccccc1)c1c(N)n(Cc2ccccc2)c(=O)[nH]c1=O	0.7	-3.4	-1.9	3.6	6.3	1.0	-3.0	0.7	0.1	1.4
CC1(C)NC(=O)N(CC(O)CN(c2ccccc2)S(=O)(=O)c2ccccc2[N+](=O)[O-])C1=O (stereo not given)	-1.7	-3.0	2.2	5.3	-0.3	2.2	-3.2	-1.3	0.3	1.7
CCC1=Nc2cc(C(=O)N3CCCCC3)ccc2Sc2ccc(C)cc21	-33.5	-0.1	16.0	12.4	16.2	7.3	2.3	2.2	-6.3	-1.2
Cc1ccc(S(=O)(=O)c2c(C)nn(C(C)(C)C)c2OC(=O)C(C)C)cc1	1.5	-2.2	-4.2	1.6	-0.2	-10.9	3.1	9.0	-3.0	-7.4
Cc1occc1-c1nnc(SCC(=O)Nc2nc(-c3ccccc3)cs2)o1	-2.8	-2.9	-2.2	-3.4	9.3	-8.1	-0.3	-7.5	-2.6	2.7
Cc1ccc(S(=O)(=O)N2CCN(c3ncnc4ccccc34)CC2)cc1	-1.7	-4.4	-0.7	-1.2	-0.4	5.0	2.1	-5.5	-2.3	-0.1
CCCCCCn1cnc2c(c1=O)c1nc3ccccc3nc1n2/N=C/c1ccco1	-18.0	1.2	0.5	-14.7	-3.1	7.6	1.6	-2.4	-1.2	7.0
O=C(Cc1ccccc1[N+](=O)[O-])Nc1nccs1	-2.3	5.0	3.4	3.0	-2.6	1.5	0.8	-3.3	1.2	11.0
CCC(Sc1nc2c(c(=O)[nH]1)CCC2)C(=O)Nc1cccc(OC)c1 (stereo not given)	-2.5	-3.8	-10.9	2.2	0.7	3.9	1.4	-7.4	2.9	14.1
COc1ccc(S(=O)(=O)Nc2ccc3c(c2)[C@H]2C[C@H](CC(=O)NCC4CC4)O[C@@H](CO)[C@H]2O3)cc1	0.3	-3.1	-2.7	11.9	-1.1	3.0	1.8	3.1	-1.0	1.6
CCNC(=O)COc1ccc(C=O)cc1OC	-3.8	1.3	0.0	1.7	-3.0	5.5	-0.7	-2.5	-1.8	-0.6
O=C(Cc1ccc(Cl)cc1)Nc1ccc(C(=O)N2CCCCC2)cc1	-3.2	2.0	5.4	1.0	-15.4	-8.6	-0.6	4.9	-2.5	-4.1
Cc1nc(-c2ccccc2)nc2n[nH]c(N)c12	0.9	0.3	1.8	7.5	6.6	3.4	-1.3	-3.6	0.2	2.1
CCCCn1c(SCC(=O)NCc2ccco2)nc2c(sc3ccccc32)c1=O	-10.3	2.9	-3.0	-22.4	3.1	-11.8	3.8	3.9	-3.3	7.9
COc1ccc(-n2nc(C(=O)NCC(=O)N3CCN(c4ccccc4F)CC3)c3ccccc3c2=O)cc1	-2.4	-3.2	-0.6	-2.9	8.3	-1.3	-1.0	5.0	-5.3	0.1
CCOc1cc(NC(=S)NC)c(OCC)cc1NC(=O)c1ccc(OC)cc1	0.5	3.1	2.6	0.9	3.3	-1.2	-3.3	-0.4	3.7	-2.6
CC(OC(=O)c1cc(=O)[nH]c2ccccc12)C(=O)Nc1ccccc1F (stereo not given)	1.4	2.9	-4.2	1.1	-1.6	-3.0	-5.5	-5.1	0.9	3.8
COc1cc(/C=C/C(=O)Oc2coc(CSc3ncccn3)cc2=O)cc(OC)c1OC	2.5	1.1	-0.7	3.6	16.6	7.2	2.9	-4.5	-2.0	-0.2
COc1ccc2c(C=Nc3c(C)n(C)n(-c4ccccc4)c3=O)c(O)n(Cc3ccco3)c(=O)c2c1	3.4&4.7	3.6&1.2	7.1&1.9	7.3&3.7	0.0&-11.0	5.2&0.6	-0.5&0.9	-2.3&5.7	4.2&-9.8	10.3&17.0
COc1cc(/C=N/N(C)C2=NS(=O)(=O)c3ccccc32)cc(OC)c1OC	-5.4	4.8	0.7	-2.6	-2.1	-1.6	-1.6	7.0	2.3	4.5
Cc1csc(NC(=O)CCC(=O)N(CC(=O)NC2CCCCC2)c2ccccc2)n1	-7.0	-2.5	2.8	0.1	9.0	3.1	2.3	-0.4	1.4	-5.0
CCc1cc(CNC(=O)c2ccc(OC3CCN(C(C)=O)CC3)c(OC)c2)on1	2.8	1.6	4.3	-5.8	1.9	-1.1	-0.9	1.1	5.3	-7.8

Compound activity (PubChem)

An excerpt; the hit share may differ from the screen's.
